LAP4-GFP MLPCN = yeast TOR pathway LAP4-GFP modulation. AID 2023. actives 0.34% (n = 320,000). GFP response vs DMSO, % at 10 µM. S. cerevisiae LAP4-GFP multiplex, flow cytometry GFP, 3 h; median GFP as percent of DMSO wells;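 active means GFP response vs DMSO above a set limit, about the screen mean plus 3 SD, cut at about 150% in these data; inconclusive means under 70 cell events counted for the yeast strain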
RPL19A-GFP yeast = alters RPL19A-GFP fluorescence in TOR pathway yeast screen. AID 2025. S. cerevisiae RPL19A-GFP strain, flow cytometry, 3 h; active compounds read low. actives 0.3% (n = 330,000). percent response vs DMSO, % at 10 µM;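 active means percent response vs DMSO below 50%; inconclusive means fewer than 70 events counted for the yeast strain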;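 further: median channel GFP fluorescence of the barcoded RPL19A-GFP strain; ratio of sample median GFP to plate DMSO average so 100% = DMSO; lower means less RPL19A-GFP as with rapamycin TOR inhibition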
proCasp7 act = counter-screen for procaspase-3 activators: activators of human procaspase-7 | activation, % at 8.5 µM | actives 0.093% (n = 330,000) | AID 463210 | recombinant procaspase-7, Ac-DEVD-pNA absorbance 405 nm; D23A/D198A/D206A triple mutant, cannot self-cleave; scale: DMSO 0, 5 µM enzyme 100 | P55210;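 active means percent activation above the screen-wide mean plus 3 SD, cut at about 25% in these data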
Target sequence (P55210 whole entry D23A/D198A/D206A): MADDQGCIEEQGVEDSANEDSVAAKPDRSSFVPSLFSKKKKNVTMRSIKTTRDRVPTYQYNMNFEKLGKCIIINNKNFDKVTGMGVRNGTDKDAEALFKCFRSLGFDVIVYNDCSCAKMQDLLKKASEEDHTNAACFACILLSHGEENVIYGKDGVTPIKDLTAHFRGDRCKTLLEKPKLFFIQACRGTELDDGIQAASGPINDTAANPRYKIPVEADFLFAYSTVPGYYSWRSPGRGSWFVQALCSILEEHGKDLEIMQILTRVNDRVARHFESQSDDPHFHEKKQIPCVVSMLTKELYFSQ
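signal = Epi-absorbance of released pNA at 405 nm, two timepoints | assay system = Uncleavable procaspase-7 mutant enzyme | reagent = Ac-DEVD-pNA substrate, 400 µM as added | times = 1 h enzyme–compound preincubation and 2 h substrate reaction, both 25 °C | benchmarks = low DMSO alone, high DMSO plus 5 µM PC-7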
AHR act = activators of human aryl hydrocarbon receptor. AHR-responsive luciferase reporter cells, luminescence. activation, % at 5 µM. actives 2.5% (n = 320,000); in the data active means activation above about 47%;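 further: 0% = vehicle wells and 100% = reference agonist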
MEP2-GFP yeast = yeast TOR pathway MEP2-GFP modulation | S. cerevisiae MEP2-GFP strain, flow cytometry GFP, 3 h; 100% = DMSO control level | GFP response vs DMSO, % at 10 µM | actives 0.51% (n = 330,000) | AID 2016;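 active means GFP response versus DMSO above a set limit, roughly screen mean plus 3 SD, cut at about 180% in these data; inconclusive means fewer than 70 cells counted for a yeast strain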;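 further: median GFP fluorescence of the barcode-gated MEP2-GFP cells per well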
AGP1-GFP MLPCN = yeast TOR pathway AGP1-GFP modulation. S. cerevisiae AGP1-GFP multiplex flow cytometry, 3 h; GFP as percent of DMSO wells. GFP response vs DMSO, % at 10 µM. actives 0.02% (n = 320,000);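 active means GFP response relative to DMSO above a set limit, near screen average plus 3 SD, cut at about 150% in these data; inconclusive means fewer than 70 cells counted for the yeast strain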;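 further: median GFP channel fluorescence of the gated AGP1 strain per well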
procasp3 activ = activators of human procaspase-3. P42574. recombinant procaspase-3 D3A, Ac-DEVD-pNA absorbance 405 nm. activation, % at 8.5 µM. actives 0.11% (n = 330,000). AID 463141;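 active means activation above the mean of all tested compounds plus 3 SD, cut at about 21% in these data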;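 further: 0% = DMSO alone and 100% = DMSO wells spiked with extra 5 µM PC-3 D3A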
Target sequence (P42574 whole entry D9A/D28A/D175A): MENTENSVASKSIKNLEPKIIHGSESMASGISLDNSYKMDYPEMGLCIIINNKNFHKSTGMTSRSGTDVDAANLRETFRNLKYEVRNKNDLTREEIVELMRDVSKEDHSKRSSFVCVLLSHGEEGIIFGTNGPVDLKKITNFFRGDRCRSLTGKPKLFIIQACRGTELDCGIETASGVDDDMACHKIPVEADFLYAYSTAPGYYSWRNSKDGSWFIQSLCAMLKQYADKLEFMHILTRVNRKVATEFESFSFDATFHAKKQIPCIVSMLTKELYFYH
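Test system: Procaspase-3 D3A mutant; medium: Zinc-free HEPES/NaCl buffer with 0.01% Triton X-100 at pH 7.4; reagent: DEVD-pNA substrate; doses: one concentration, 8.5 µM nominal, 0.8% DMSO; times: 1 h preincubation plus 2 h reaction at 25 °C; signal: Epi-absorbance at 405 nm of released p-nitroaniline, 0 and 120 min; replicates: singlicate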
CIT2-GFP yeast = yeast TOR pathway CIT2-GFP modulation; S. cerevisiae CIT2-GFP strain, flow cytometry, 3 h; 100 means same as DMSO wells; AID 2029; actives 0.065% (n = 320,000); GFP response vs DMSO, % at 10 µM;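 active means GFP response relative to DMSO above a set limit, near the screen mean plus 3 SD, cut at about 150% in these data; inconclusive means Fewer than 70 cells measured for a yeast strain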;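 further: ratio of well median GFP fluorescence to mean of DMSO wells on the plate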
* marks the source's active call; other numbers are inactive results; ? = inconclusive; / = no result given; [ ] = remark or other dose.

SMILES | LAP4-GFP MLPCN | RPL19A-GFP yeast | proCasp7 act | AHR act | MEP2-GFP yeast | AGP1-GFP MLPCN | procasp3 activ | CIT2-GFP yeast
CCCCN(C)CCCN1C(=O)C2C(C(=O)Nc3cccc(OC)c3)C3C=CC2(O3)C1C(=O)NC1CCCCC1C (stereo not drawn) | 99 | 97 | 7 | 0 | 99 | 97 | 4 | 95
COc1ccc(CN2CCC(n3nccc3NC(=O)c3cccc(F)c3)CC2)cc1O | 111 | 97 | -3 | -1 | 94 | 103 | 3 | 94
Cc1ccc(-n2c(-c3cc(-c4ccco4)[nH]n3)n[nH]c2=S)c(Br)c1 | 101 | 102 | -14 | 4 | 96 | 107 | -13 | 98
COCCn1c(C(=O)N2CCCC2)cc2c1C[C@H]1CN(C(=O)c3ccccc3)[C@@](Cc3ccc(F)cc3)(C(=O)OC)[C@@H]21 | 94 | 100 | 5 | 0 | 96 | 84 | 3 | 84
N=c1c(C(=O)NCC2CCCO2)cc2c(=O)n3ccccc3nc2n1Cc1cccnc1 (stereo not drawn) | ? | 14*[may fluoresce violet] | -20 | 3 | ? | ? | -18 | ?
CCOc1ccc(C(=O)/C=C/c2cc(OC)c(OC)c(OC)c2)cc1 | 108 | 95 | 4 | -1 | 95 | 98 | 3 | 94
CN(C)c1ccc(CNC(=O)C2CCN(S(=O)(=O)c3ccc4c(c3)CCCC(=O)N4)CC2)cc1 | 98 | 99 | 2 | 5 | 120 | 95 | 1 | 103
O=C(Nc1cccc([N+](=O)[O-])c1)c1ccc2c(c1)OCO2 | 100 | 93 | -3 | 14 | 96 | 80 | 5 | 89
Cc1csc(=O)n1CCC(=O)OCC(=O)N(CC(C)C)c1c(N)n(Cc2ccccc2)c(=O)[nH]c1=O | 98 | 95 | -9 | 33 | 97 | 100 | 3 | 99
Cc1ccc2c(Cl)cc(Cl)c(OCC(=O)Nc3cc(S(=O)(=O)N(C)C)ccc3C)c2n1 | 91 | 100 | 0 | -1 | 97 | 96 | 5 | 100
Cn1c(SCC(=O)Nc2ccccc2)nc(O)cc1=O | 106 | 103 | -4 | 3 | 106 | 102 | -9 | 102
COc1ccc(CCC(=O)N2CCN(C3CCCCC3)CC2)cc1 | 95 | 91 | 9 | 0 | 96 | 93 | 0 | 97
COc1ccc([C@H]2C(C(=O)O)=C[C@@H](C(C)(C)C)N2S(=O)(=O)c2ccc(C)cc2)cc1OC | 100 | 100 | 3 | 0 | 97 | 99 | 7 | 93
COC(=O)c1cc2occc2n1Cc1nc(-c2ccccc2F)oc1C | 103 | 97 | 10 | 1 | 101 | 103 | 3 | 93
O=C(CSc1ccncc1)Nc1ccc(S(=O)(=O)Nc2nccs2)cc1 | 108 | 97 | -14 | 0 | 95 | 103 | 7 | 100
COc1ccccc1NC(=O)CC12CC3CC(CC(Br)(C3)C1)C2 | 103 | 100 | 10 | 2 | 102 | 104 | 7 | 104
O=C(CCn1cccc1)NCc1ccc(Cl)cc1 | 75 | 87 | -5 | -1 | 85 | 85 | 4 | 82
O=C(c1ccc2c(c1)OCO2)N1CCCC(c2ccccc2)C1 (stereo not drawn) | 113 | 105 | 8 | 7 | 112 | 110 | 11 | 99
Nc1ccc(-c2nc3ccccc3[nH]2)cc1 | 97 | 100 | 13 | 17 | 107 | 107 | 6 | 105
CCCN1CCc2c(sc(NC(=O)c3ccc(S(=O)(=O)N(C)c4ccccc4)cc3)c2C(N)=O)C1 | 99 | 96 | -22 | 2 | 97 | 97 | -1 | 92
CCCOc1ccc(CN(CCC#N)C(=S)NC(=O)c2ccccc2)cc1 | 93 | 106 | -12 | 1 | 109 | 103 | -2 | 114
Cn1c(SCC(=O)Nc2ccc3[nH]c(=O)[nH]c3c2)nnc1-c1ccccc1 | 94 | 99 | 4 | 0 | 98 | 95 | 0 | 98
OC(c1ccccc1)c1nccn1Cc1ccccc1 (stereo not drawn) | 104 | 100 | 3 | -1 | 104 | 103 | 1 | 108
O=C(Cn1c(=S)nc2ccccn21)N1CCc2ccccc2C1 | 104 | 103 | 10 | 7 | 106 | 108 | 7 | 94
CCOC(=O)C1=C(C)NC(C)=C(C(=O)OCC)C1c1cc2ccc(C)cc2[nH]c1=O | 92 | 97 | 0 | 21 | 99 | 103 | 0 | 108
Cc1cc(Cl)c(S(=O)(=O)N2CCCCCC2)cc1OCC(N)=O | 113 | 107 | 0 | 0 | 108 | 108 | -1 | 103
CC(C)(C)OC(=O)N1CCC(c2cc(=O)n3[nH]cc(C(=O)NC4CCCC4)c3n2)CC1 | 111 | 101 | -3 | 0 | 105 | 98 | 4 | 98
COc1ccccc1C(=O)COC(=O)Cn1c(C)csc1=O | 115 | 100 | 2 | 1 | 96 | 110 | -1 | 97
COc1cccc(C(=O)NCCC(=O)NCc2cc(=O)n(C)c(=O)n2C)c1 | 101 | 101 | 12 | 0 | 98 | 102 | -8 | 99
COc1ccc(C(C(=O)NCc2ccccc2)N(C(=O)c2snc(C(N)=O)c2N)c2ccccc2OC)cc1 (stereo not drawn) | 92 | 102 | 29* | 2 | 105 | 97 | -23 | 98
CCOC(=O)c1[nH]c2ccc(F)cc2c1NC(=O)CCN1CCSCC1 | 106 | 98 | 10 | 3 | 104 | 101 | 9 | 99
COc1ccc(C(=O)C[n+]2ccc(N)c(C)c2C)cc1 | 96 | 92 | 1 | 0 | 104 | 93 | 8 | 94
Cc1ccc(N(C(C)C(=O)Nc2c(C)n(C)n(-c3ccccc3)c2=O)S(C)(=O)=O)cc1C (stereo not drawn) | 103 | 94 | 6 | 1 | 102 | 103 | 8 | 104
COc1ccc(CN(C)CC(=O)N(C)CC(=O)Nc2ccccc2Br)cc1F | 104 | 103 | -2 | 2 | 104 | 105 | -5 | 105
CC1CCC2(CC1)NC(=O)N(CC(=O)c1ccc3c(c1)OCO3)C2=O (stereo not drawn) | 98 | 109 | 2 | 9 | 104 | 109 | -3 | 107
Nc1nc(SCC(=O)NCc2ccco2)[nH]c(=O)c1-c1ccccc1 | 88 | 92 | -2 | 5 | 98 | 91 | -3 | 94
CC1CCCCN1S(=O)(=O)c1ccc([N+](=O)[O-])cc1 (stereo not drawn) | 102 | 102 | 4 | 1 | 98 | 101 | -4 | 96
COc1cccc(/C=N/Nc2ccc([N+](=O)[O-])cc2)c1O | 94 | 110 | -7 | 9 | 100 | 99 | -5 | 123
O=C(Cn1ncc2c1-c1ccccc1OC2)Nc1cccc(Cl)c1 | 114 | 101 | -6 | 20 | 97 | 106 | 5 | 119
CN(C(=O)c1ccncc1)c1nnc(-c2ccncc2)s1 | 94 | 99 | -6 | 10 | 98 | 95 | 1 | 88
Cc1cccc(CSc2nnc(-c3ccco3)o2)c1 | 96 | 95 | 8 | 0 | 104 | 91 | 1 | 94
Cc1ccc(S(=O)(=O)N2CCN(C(=O)CCCOc3ccc(Cl)cc3C)CC2)cc1 | 103 | 99 | -4 | -8 | 99 | 100 | 3 | 107
Cc1ccccc1OCC(=O)O/N=C(\N)c1ccncc1 | 100 | 108 | 1 | -1 | 103 | 97 | 2 | 93
Cc1csc2nc(CSc3nc4ccccc4o3)c(Br)n12 | 114 | 96 | 0 | 17 | 99 | 96 | -6 | 85
c1ccc(-c2nc(-c3cccnc3)cs2)cc1 | 95 | 99 | / | / | 102 | 87 | / | 92

A stretch from further up, as a working copy:
SMILES | LAP4-GFP MLPCN | RPL19A-GFP yeast | proCasp7 act | AHR act | MEP2-GFP yeast | AGP1-GFP MLPCN | procasp3 activ | CIT2-GFP yeast
Cc1ccccc1OCC(=O)O/N=C(\N)c1ccncc1 | 100 | 108 | 1 | -1 | 103 | 97 | 2 | 93
Cc1csc2nc(CSc3nc4ccccc4o3)c(Br)n12 | 114 | 96 | 0 | 17 | 99 | 96 | -6 | 85
c1ccc(-c2nc(-c3cccnc3)cs2)cc1 | 95 | 99 | / | / | 102 | 87 | / | 92

New compounds follow.
SMILES | LAP4-GFP MLPCN | RPL19A-GFP yeast | proCasp7 act | AHR act | MEP2-GFP yeast | AGP1-GFP MLPCN | procasp3 activ | CIT2-GFP yeast
O=C(C1CC1)N1CCc2cc(Br)cc(S(=O)(=O)NCc3ccco3)c21 | 102 | 98 | 1 | 1 | 105 | 99 | -1 | 101
CCN(CC)CCNCC1C(=O)O[C@@H]2C[C@@]3(C)CCC[C@H](C)C3=C[C@H]12 (stereo partly drawn) | 108 | 103 | -5 | 0 | 102 | 91 | 3 | 81
CC(C)N(C(=O)CSc1nc2ccccc2n1Cc1ccccc1)C(C)C | 97 | 101 | 3 | 1 | 112 | 102 | 7 | 102
COc1cc(Cl)c(C)cc1NC(=O)CCNC(=O)c1ccco1 | 94 | 101 | 7 | 3 | 103 | 97 | -5 | 99
O=C(C1=C(O)C(=O)N(c2nc3ccc(Cl)cc3s2)C1c1ccco1)c1ccco1 (stereo not drawn) | 99 | 102 | -51 | 39 | 92 | 90 | -23 | 96
O=S(=O)(Nc1ccccc1O)c1cccc2cccnc12 | 105 | 107 | -3 | -2 | 101 | 107 | 3 | 99
CN(C)CCNc1ncnc2sc(-c3ccccc3)cc12 | 98 | 100 | -1 | 4 | 103 | 101 | -14 | 102
Cc1cc(C(=O)Nc2nc3c(s2)CCCC3)cs1 | 127 | 101 | -3 | 20 | 106 | 99 | -6 | 91
COc1ccc(-c2c(C)nn3c(N4CCC5(CC4)OCCO5)cc(C)nc23)cc1OC | 107 | 99 | -6 | 0 | 98 | 92 | -3 | 99
CN(c1ccccc1)S(=O)(=O)c1nnc(NC(=O)c2ccco2)s1 | 94 | 102 | -2 | 1 | 114 | 95 | 7 | 103
COc1ccc2nc(NC(=O)Cc3cccs3)sc2c1 | 113 | 99 | 5 | -1 | 99 | 94 | 1 | 90
Cc1ccc(OCCCC(=O)Nc2ccc(S(=O)(=O)Nc3ccccn3)cc2)cc1 | 101 | 95 | 7 | 0 | 98 | 103 | 6 | 95
CCc1ccccc1NC(=O)CN(C)C(=O)CSc1nnc(Nc2cccc(C)c2)s1 | 94 | 106 | 4 | 7 | 107 | 100 | -1 | 105
C(=C\c1cc(/C=C/c2ccccc2)ncn1)/c1ccccc1 | 101 | 102 | 1 | 0 | 102 | 101 | -2 | 100
COc1ccc(NC(=O)N2CCC(Cc3ccccc3)CC2)cc1 | 104 | 99 | 5 | -2 | 104 | 94 | 4 | 92
COc1ccc(NCCc2ccccn2)cc1 | 97 | 107 | -4 | 5 | 110 | 103 | -4 | 108
CCc1ccc(Nc2cc(C(=O)NCCCN3CCOCC3)c3ccccc3n2)cc1 | 98 | 96 | -4 | 19 | 100 | 105 | -4 | 96
Cc1onc(-c2ccccc2)c1C(=O)Nc1ccc(NC(=O)c2c(-c3ccccc3)noc2C)cc1 | 102 | 103 | 1 | -3 | 100 | 103 | -3 | 105
O=C(N/N=C/c1ccc(N2CCOCC2)o1)c1cccc(C(F)(F)F)c1 | 90 | 90 | 3 | 9 | 93 | 96 | 1 | 93

Assay outcomes deposited in PubChem by several laboratories.
